# High-throughput results (PubChem BioAssay)
# Rac1 wt modul = wildtype Rac1 GTP binding modulators, primary screen, biochemical, GST-Rac1 beads, flow cytometry, multiplex; Ras-related C3 botulinum toxin substrate 1 (Homo sapiens), P63000; fluorescent GTP binding; actives lie on both sides; 0 = cold GTP competed, 100 = untreated; GTP binding activity (% of control), % at 10 µM; actives 0.27% (n = 190,000); AID 757, 2007;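 active = GTP binding activity at least 20 points away from the 100% control level, either lower or higher; inconclusive = compound flagged as likely green fluorescent, judged across all proteins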
# Bcl-2 Bim block = inhibitors of Bim-Bcl-2 binding, primary screen, biochemical, multiplexed, human Bcl-2 family; Apoptosis regulator Bcl-2 (Homo sapiens), P10415; Bead-based flow cytometry, Bim peptide-Bcl-2 binding; inhibition, % at 10 µM; actives 0.06% (n = 190,000); in the data active = inhibition above about 40%; inconclusive = no clear call, values can overlap the other calls;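 also: 0% = no compound wells with probe peptide and 100% = reference peptide inhibitor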
# Cdc42 wt GTP = modulators of GTP binding to wildtype Cdc42, primary screen, biochemical, multiplex bead flow cytometry, Bodipy-GTP; Cell division control protein 42 homolog (Homo sapiens), P60953; GST-Cdc42 beads; actives lie on both sides; percent activity (GTP binding), % at 10 µM; actives 0.2% (n = 190,000); AID 761, 2007;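 active = percent activity GTP binding at least 20 points away from the 100% baseline, either down as inhibitor or up as activator; inconclusive = compound flagged as likely green fluorescent from well-wide comparison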;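 also: median bead fluorescence of bound Bodipy-FL-GTP at 100 nM; 0% = excess unlabeled GTP control and 100% = no compound control; below 100% means less GTP binding so inhibitor and above means activator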
# Target sequence (P60953 whole entry, looked up): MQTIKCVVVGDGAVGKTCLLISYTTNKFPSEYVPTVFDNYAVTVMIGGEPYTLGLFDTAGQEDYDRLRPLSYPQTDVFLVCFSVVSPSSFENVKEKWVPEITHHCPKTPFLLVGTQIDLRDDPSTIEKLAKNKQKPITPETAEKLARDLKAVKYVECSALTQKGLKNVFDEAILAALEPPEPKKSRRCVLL
# Rac1 mut GTP = GTP binding modulators of activated mutant Rac1, primary screen, biochemical, bead-based flow cytometry, multiplex, fluorescent GTP; Ras-related C3 botulinum toxin substrate 1 (Homo sapiens), P63000; GST-Rac1 activated beads; actives lie on both sides; 100% means binding = to untreated wells; percent activity (GTP binding), % at 10 µM; actives 0.11% (n = 190,000); AID 764, 2007;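 active = GTP binding at least 20 percentage points away from the 100% baseline, in either direction, so actives lie on both sides; inconclusive = Compound likely fluorescent itself, or too few beads counted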
# Bcl-W Bim block = inhibitors of Bim binding to Bcl-W, primary screen, biochemical, multiplexed, bead-based flow cytometry | Bcl-2-like protein 2 (Homo sapiens), Q92843 | inhibition, % at 10 µM | actives 0.02% (n = 190,000) | Bim peptide-Bcl-W binding;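 also: 0% = bound tracer without compound and 100% = peptide blocker; higher means less fluorescent Bim peptide bound to Bcl-W beads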
# Target sequence (Q92843 whole entry, looked up): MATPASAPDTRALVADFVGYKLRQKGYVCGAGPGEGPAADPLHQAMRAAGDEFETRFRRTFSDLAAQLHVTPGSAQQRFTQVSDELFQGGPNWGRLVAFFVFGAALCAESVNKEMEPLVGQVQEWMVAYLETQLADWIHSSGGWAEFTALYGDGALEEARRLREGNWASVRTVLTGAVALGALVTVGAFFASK
# HRas wt GTP = modulators of GTP binding to HRas wildtype, primary screen, biochemical, bead-based flow cytometry, multiplex | GST-Ras wt beads, Bodipy-FL-GTP binding; actives lie on both sides | AID 759, 2007 | actives 0.14% (n = 190,000) | GTP binding activity, % at 10 µM;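 active = GTP binding activity at least 20% away from the 100% baseline, either lowered as inhibitor or raised as activator; inconclusive = flagged as likely green fluorescent, judged across all proteins in the well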;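 also: 0% = unlabeled GTP competition control and 100% = no-compound control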
# Target sequence (P01112 whole entry, looked up): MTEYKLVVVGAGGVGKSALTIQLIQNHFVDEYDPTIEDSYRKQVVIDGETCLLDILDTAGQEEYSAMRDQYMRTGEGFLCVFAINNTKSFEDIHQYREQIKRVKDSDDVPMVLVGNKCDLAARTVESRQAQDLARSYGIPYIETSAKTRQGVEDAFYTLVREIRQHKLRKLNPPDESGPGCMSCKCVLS
# Rab7 wt GTP bind = modulators of GTP binding to Rab7, primary screen, biochemical, wildtype, multiplex bead flow cytometry. AID 758, 2007. GTP binding activity (percent of control), % at 10 µM. GST-Rab7 beads, fluorescent GTP binding; actives lie on both sides; untreated = 100%, excess cold GTP = 0%. actives 0.055% (n = 190,000);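 active = fluorescent GTP binding to Rab7 beads changed by at least 20 points from the 100% baseline, either direction, mostly lower; inconclusive = compound itself probably fluorescent, or too few beads counted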;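 also: median green fluorescence of bound Bodipy-FL-GTP per Rab7 bead population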
# Bim-Bfl-1 = inhibitors of Bim binding to Bfl-1, primary screen, biochemical, multiplexed, bead-based flow cytometry | Bcl-2-related protein A1 (Homo sapiens), Q16548 | Bim-Bfl-1 binding inhibition | inhibition, % at 10 µM | actives 0.12% (n = 190,000);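 also: 0% = wells without compound plus tracer and 100% = blocker peptide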
# Rab2A wt mod = modulators of GTP binding to Rab2A wildtype, primary screen, biochemical, dog, bead-based flow cytometry, multiplex; actives 0.19% (n = 190,000); Ras-related protein Rab-2A (Canis lupus familiaris), P61105; GST-Rab2 wt beads, Bodipy-GTP binding; GTP binding activity, % at 10 µM; AID 760, 2007;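 active = GTP binding activity at least 20 points away from 100%, either lowered or raised; inconclusive = signal likely due to the compound's own green fluorescence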;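 also: 0% = beads with excess unlabeled GTP and 100% = no-compound control corrected for plate trend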
# Bim-Bcl-XL = inhibitors of Bim-Bcl-XL binding, primary screen, biochemical, multiplexed, bead flow cytometry, human Bcl-XL. Bcl-2-like protein 1 (Homo sapiens), Q07817. Bim peptide-Bcl-XL binding, fluorescence. inhibition, % at 10 µM. actives 0.04% (n = 190,000). AID 1007, 2008
# Target sequence (Q07817 whole entry, looked up): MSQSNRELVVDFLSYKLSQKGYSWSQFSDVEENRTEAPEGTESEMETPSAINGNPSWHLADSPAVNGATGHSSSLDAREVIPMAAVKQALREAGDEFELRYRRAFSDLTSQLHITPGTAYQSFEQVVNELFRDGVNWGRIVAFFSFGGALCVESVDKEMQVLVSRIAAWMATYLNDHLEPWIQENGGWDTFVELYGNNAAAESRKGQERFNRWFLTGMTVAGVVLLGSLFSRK
# Bcl-B Bim block = inhibitors of Bim-Bcl-B binding, primary screen, biochemical, multiplexed, human Bcl-2 family; Bcl-2-like protein 10 (Homo sapiens), Q9HD36; bead-based flow cytometry, Bim peptide-Bcl-B binding; inhibition, % at 10 µM; actives 0.073% (n = 190,000); AID 951, 2007;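 also: 0% = tracer peptide without compound and 100% = reference inhibitor peptide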
# Target sequence (Q9HD36 whole entry, looked up): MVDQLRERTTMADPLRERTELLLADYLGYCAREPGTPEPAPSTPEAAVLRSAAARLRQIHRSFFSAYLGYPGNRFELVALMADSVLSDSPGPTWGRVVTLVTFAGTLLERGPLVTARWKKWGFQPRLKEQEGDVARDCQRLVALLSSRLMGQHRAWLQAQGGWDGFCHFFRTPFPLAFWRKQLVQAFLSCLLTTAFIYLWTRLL
# * marks the source's active call; other numbers are inactive results; u = inconclusive. Rule as the data show it, unless noted: active = inhibition above about 40%.
SMILES	Rab2A wt mod	Cdc42 wt GTP	HRas wt GTP	Rab7 wt GTP bind	Rac1 wt modul	Bcl-2 Bim block	Rac1 mut GTP	Bim-Bfl-1	Bcl-W Bim block	Bcl-B Bim block	Bim-Bcl-XL
COCc1cc(=O)n2c(-c3ccc(C)cc3)n[nH]c2n1	98	99	101	102	102	-9	98	-11	0	-3	-3
COc1ccc(NC(=O)C2CCCN2C(=O)NCc2ccccc2)cc1OC (stereo not given)	98	102	103	97	103	-1	100	-4	-4	-6	-4
CC1CCCCN1C(=O)Cn1cc(C=O)c2ccccc21 (stereo not given)	102	98	103	99	103	0	103	0	-3	-1	-1
Cc1ccc(OC(=O)C(F)(F)F)c2c1NCCC2	98	99	97	97	100	-6	96	-7	-2	-3	-4
O=C(O)c1sccc1SCc1ccc(Cl)cc1Cl	100	105	103	99	108	0	100	-9	4	-3	8
O=C(Nc1sc2c(c1C(=O)c1ccc(Cl)cc1)CCCC2)c1cccnc1	96	98	98	96	97	-5	96	-6	2	-6	6
CCOC(=O)c1c(C)[nH]c(O)c1C=Nc1ccc(Cl)cc1	98	100	100	99	101	-5	98	-10	2	-4	-2
C=CCN=C(C)C1=C(O)CCC1=O	97	93	96	97	96	5	95	4	3	5	6
CC(=O)CCC(=O)c1ccc2ccccc2c1	94	94	95	93	97	-2	96	2	1	-3	-3
Cc1nc2ccc(Cl)cc2nc(C)/c1=N\O	102	101	98	99	102	-14	101	-21	-9	-11	-12
CCCCn1c(SCc2nc(N)nc(N3CCCCC3)n2)nc2c1c(=O)n(C)c(=O)n2C	96	99	99	97	103	1	99	1	-5	-5	-3
O=C(c1ccc(C(F)(F)F)cc1)N1CCCCC1	97	98	98	98	96	-8	96	-7	0	0	0
COc1ccc(N2C(=O)CCC(C(=O)N(C)CCc3ccccn3)C2c2ccc(OC)c(OC)c2)cc1 (stereo not given)	102	103	101	111	108	-5	100	-6	-5	-7	-4
CCOc1ccccc1OCCCNCc1ccco1	103	105	107	109	106	-3	103	-3	-3	-3	-6
COc1ccc(S(=O)(=O)NNC(=O)C2Cc3c(ccc4ccccc34)O2)cc1 (stereo not given)	104	105	103	97	105	0	100	0	0	-4	-4
C=C(C)Cn1c(=O)c(NC(=O)c2ccccc2)c2n(c1=S)CCC2	94	91	93	98	87	-1	93	3	0	2	0
COc1ccccc1/C=C/C(=O)NCC(=O)N/N=C(\CCC(=O)O)c1ccccc1	98	95	100	103	96	-3	96	-7	-2	-8	0
Cc1cc(OCC(=O)Nc2ccc(CN3CCCCC3)cc2)ccc1Cl	103	100	101	107	104	-1	97	-3	2	-4	-3
O=C(O)c1cccc(Nc2nc(C(F)(F)F)nc3ccccc23)c1	88	88	91	94	90	0	89	0	0	0	0
CCC(=O)NC(=S)NNC(=O)COc1ccc(Br)cc1	95	97	97	95	98	-3	93	-4	-2	-12	-1
COc1ccc(-c2nnc(SCc3cc(C)cc(C)c3)o2)cc1	93	94	96	95	96	-10	89	-9	-1	-9	10
O=C(CN1CCN(c2ccc(Cl)cc2)CC1)Nc1cccc(F)c1	97	97	98	101	97	0	95	0	-1	1	0
CCOC(=O)C1=C(C)NC(SC)=NC1c1ccccc1 (stereo not given)	101	104	101	99	108	2	99	-1	-5	-10	-5
Cc1nn(-c2ccccc2)c(C)c1/C=N/n1cnnc1	95	97	98	100	101	-2	96	-1	1	-7	-5
O=C(COC(=O)c1ccc2c(c1)OCCO2)NCCC1=CCCCC1	92	97	95	91	96	4	95	8	-2	1	0

# Reformatted: entries from further up
Cc1cc(OCC(=O)Nc2ccc(CN3CCCCC3)cc2)ccc1Cl
  Rab2A wt mod: 103	Cdc42 wt GTP: 100	HRas wt GTP: 101	Rab7 wt GTP bind: 107	Rac1 wt modul: 104	Bcl-2 Bim block: -1	Rac1 mut GTP: 97	Bim-Bfl-1: -3	Bcl-W Bim block: 2	Bcl-B Bim block: -4	Bim-Bcl-XL: -3

O=C(O)c1cccc(Nc2nc(C(F)(F)F)nc3ccccc23)c1
  Rab2A wt mod: 88	Cdc42 wt GTP: 88	HRas wt GTP: 91	Rab7 wt GTP bind: 94	Rac1 wt modul: 90	Bcl-2 Bim block: 0	Rac1 mut GTP: 89	Bim-Bfl-1: 0	Bcl-W Bim block: 0	Bcl-B Bim block: 0	Bim-Bcl-XL: 0

# 2 compounds from above, reduced to Bcl-W Bim block, Bcl-2 Bim block and Rab2A wt mod:
canonical_smiles,Bcl-W Bim block,Bcl-2 Bim block,Rab2A wt mod
COc1ccc(S(=O)(=O)NNC(=O)C2Cc3c(ccc4ccccc34)O2)cc1 (stereo not given),0,0,104
C=C(C)Cn1c(=O)c(NC(=O)c2ccccc2)c2n(c1=S)CCC2,0,-1,94

# Later entries
SMILES	Rab2A wt mod	Cdc42 wt GTP	HRas wt GTP	Rab7 wt GTP bind	Rac1 wt modul	Bcl-2 Bim block	Rac1 mut GTP	Bim-Bfl-1	Bcl-W Bim block	Bcl-B Bim block	Bim-Bcl-XL
CCn1c(SCC(=O)N2CCN(c3ccccc3)CC2)nnc1-c1ccoc1C	100	104	102	99	104	-1	100	-9	1	-3	-2
Cc1cc2cc(C#N)c(N3CCN(S(C)(=O)=O)CC3)nc2cc1C	96	98	99	103	103	0	99	0	-2	-10	-7
CCC(=O)N1CCc2cc(S(=O)(=O)CCC(=O)NCCc3ccccc3)ccc21	102	102	100	98	109	0	100	3	-6	-4	-7
CCN1CCN(C(=S)Nc2cc(C(=O)OC)ccc2C(=O)OC)CC1	96	97	96	100	102	-3	96	0	-1	-9	-3
NC(=O)C1(N2CCCCC2)CCN(C(=O)Nc2ccccc2C(F)(F)F)CC1	97	100	98	101	98	-10	99	-8	-7	-15	-10
CCOC(=O)C1CCCN(CC(=O)NC2=Nc3ccccc3N=C(C)C2c2ccccc2)C1 (stereo not given)	99	99	99	98	100	-14	97	-12	-1	-9	-15
COc1ccccc1NS(=O)(=O)c1cc(NC(=O)c2cccs2)ccc1N1CCCCC1	101	101	100	98	102	-7	100	0	0	-6	-6
Cc1cc(Br)c2c(c1)C(O)(N1CCCCC1C)C(=O)N2 (stereo not given)	105	104	103	107	102	-1	100	-2	-3	-2	-1
COC(=O)C1=NNC(C(=O)c2ccco2)C1c1ccc(OC)cc1 (stereo not given)	101	95	100	104	98	-3	95	-5	1	-2	-2
O=C(CCn1c(=S)oc2ccccc21)Nc1ccc(F)cc1	102	101	102	107	102	-3	97	-4	-1	-4	-2
Cc1nn(CCOc2ccccc2)c(=O)n1-c1c(F)cccc1F	96	100	98	95	94	-14	96	-17	0	-11	-2
O=C(CN1C(=O)C2CC=CCC2C1=O)NC1CCCCC1 (stereo not given)	96	93	94	99	92	-1	92	4	-5	0	0
Cc1cccc(NC(=O)CSc2nc3c(oc4ccccc43)c(=O)n2-c2ccccc2)c1	97	101	95	98	101	0	93	2	-4	-6	-6
O=C(CSc1nnc(-c2cccs2)o1)OC1CCCCC1	98	99	98	94	102	-13	95	-14	-4	-5	-6
CSc1ccc(CNC2CC2)cc1	98	100	100	97	101	-2	98	-6	0	-3	0
S=C(NCc1ccncc1)NC1CCCCC1	98	95	97	103	99	-1	96	-5	-2	-3	-2
c1ccc(N2CCN(c3cnc4ccccc4n3)CC2)cc1	101	100	101	100	99	0	97	0	1	-1	1
COc1ccc(CN2C(=O)c3ccccc3C2=O)cc1C(=O)OC(C)C(=O)NC(N)=O (stereo not given)	103	104	104	102	109	0	104	-1	-2	-6	-2
O=C(C1CCN(S(=O)(=O)c2cnc[nH]2)CC1)N1CCn2c1nc1ccccc12	102	104	104	103	101	0	100	-3	0	0	0
Cc1c(O)c(S(=O)(=O)c2ccccc2)c(=O)n(-c2ccccc2)c1-c1ccccc1	95	94	95	96	96	0	93	-1	-3	1	-5
CCOC(=O)c1cnn(-c2ncnc3sc(C)c(C)c23)c1N	102	101	102	102	101	-1	99	-1	-2	-2	0
CCOC(=O)c1cnc(-n2cc(C)cn2)nc1NCc1ccc2c(c1)OCO2	100	101	99	98	102	-5	98	-1	-2	-1	0
C[C@@H](C(=O)N1CCN(C(=O)OC(C)(C)C)CC1)n1cc(CCCN=C(NC(=O)OC(C)(C)C)NC(=O)OC(C)(C)C)nn1	96	96	95	96	96	2	95	-1	1	-2	0
O=C(Nc1ccc(Cc2ccncc2)cc1)c1ccco1	94	94	98	94	95	-5	93	-5	-4	-5	0
COc1cccc(NC(=O)C2CC2(c2cccc(OC)c2)c2cccc(OC)c2)c1 (stereo not given)	100	98	101	100	101	-2	100	-10	0	-2	-5

# Some of these compounds in order of their number in Bim-Bcl-XL, highest first.
structure | Bim-Bcl-XL
COc1ccc(CN2C(=O)c3ccccc3C2=O)cc1C(=O)OC(C)C(=O)NC(N)=O (stereo not given) | -2
COc1ccccc1NS(=O)(=O)c1cc(NC(=O)c2cccs2)ccc1N1CCCCC1 | -6
Cc1cc2cc(C#N)c(N3CCN(S(C)(=O)=O)CC3)nc2cc1C | -7

# Additional records
SMILES	Rab2A wt mod	Cdc42 wt GTP	HRas wt GTP	Rab7 wt GTP bind	Rac1 wt modul	Bcl-2 Bim block	Rac1 mut GTP	Bim-Bfl-1	Bcl-W Bim block	Bcl-B Bim block	Bim-Bcl-XL
O=C(CN1C(=O)CSC1=O)NCc1ccccc1	98	103	99	98	108	-13	99	-18	-4	-12	-9
CC1=CCC(C(=O)O)C(C(=O)O)C1 (stereo not given)	103	102	102	106	103	-8	99	-18	0	-6	-2
COc1ccc(CNC(=O)CCn2c(=O)oc3ccccc32)c(OC)c1	101	89	97	107	92	-1	92	0	-4	0	-1
CCC(=O)Nc1cccc2ccccc12	102	100	101	105	104	-2	98	-3	0	0	0
COc1cc(/C=N/Nc2ccccc2[N+](=O)[O-])cc(OC)c1O	101	101	98	99	99	2	98	6	8	4	1
C=CCS(=O)(=O)c1nc2ccccc2s1	103	107	105	98	102	-1	101	-2	1	0	0
Cc1ccc(CSc2nnc(C(F)(F)F)n2Cc2ccc(F)cc2)cc1	99	101	98	96	101	-2	99	0	0	0	0
N#Cc1cc2ccc(N3CCOCC3)cc2cc1C#N	u	u	u	u	u	2	u	-1	1	2	4
